High-throughput results (PubChem BioAssay)
GC-A act = GC-A (human) enzyme activation; P16066; HEK293 GC-A cells, cGMP TR-FRET, EC30 ANP; 0% at EC30 ANP, 100% saturating ANP; activation, % at 10 µM; 370,000 compounds, 0.14% hits; AID 1671463; in the data active = activation above about 40%
PG9 Ab binder = PG9 antibody binding by small molecule | TR-FRET gp120-PG9 antibody binding | inhibition, % at 6.7 µM | 360,000 compounds, 0.43% hits; in the data active = inhibition above about 8.5%
ASAP1 GAP inh = inhibitors of human ASAP1 ArfGAP activity. 360,000 compounds, 0.19% hits. inhibition, % at 16.5 µM. ASAP1-stimulated ARF1 GTP hydrolysis, GDP FP detection. AID 624377; in the data active = inhibition above about 25%;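 also: 0% = vehicle with enzyme and substrate and 100% = no enzyme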
Target sequence (Q9ULH1 325-724 limits assumed): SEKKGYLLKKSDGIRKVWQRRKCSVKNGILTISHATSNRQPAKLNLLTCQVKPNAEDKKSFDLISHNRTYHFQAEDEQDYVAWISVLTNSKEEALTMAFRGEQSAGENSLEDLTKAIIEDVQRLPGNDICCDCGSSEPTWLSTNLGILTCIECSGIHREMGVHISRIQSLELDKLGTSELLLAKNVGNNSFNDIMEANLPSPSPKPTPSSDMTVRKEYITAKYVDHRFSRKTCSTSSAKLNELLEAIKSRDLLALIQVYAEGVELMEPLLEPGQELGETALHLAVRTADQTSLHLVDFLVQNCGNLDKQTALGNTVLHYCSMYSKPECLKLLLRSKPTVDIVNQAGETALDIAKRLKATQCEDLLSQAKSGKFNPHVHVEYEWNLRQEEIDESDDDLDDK
SMARCA2 activ = activators of SMARCA2 function; 370,000 compounds, 1% hits; activation, % at 9.1 µM; MG213 cells, MMTV-luciferase reporter, dexamethasone, overnight; in the data active = activation above about 7.8%;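 also: 0% = vehicle wells and 100% = reference activator wells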
NR1D1 modulator = modulators of human Rev-erb alpha DNA binding | P20393 | Rev-erbα–FITC-DNA binding, fluorescence polarization, 90 min | activity, % at 10 µM | 370,000 compounds, 0.79% hits | AID 1259318;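 active = activity above about 14%, limit read from the data; passing the limit was not always enough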;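 also: 0% = DMSO wells with 35 nM protein and 100% = DMSO wells with 750 nM protein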
Target sequence (P20393 whole entry, looked up): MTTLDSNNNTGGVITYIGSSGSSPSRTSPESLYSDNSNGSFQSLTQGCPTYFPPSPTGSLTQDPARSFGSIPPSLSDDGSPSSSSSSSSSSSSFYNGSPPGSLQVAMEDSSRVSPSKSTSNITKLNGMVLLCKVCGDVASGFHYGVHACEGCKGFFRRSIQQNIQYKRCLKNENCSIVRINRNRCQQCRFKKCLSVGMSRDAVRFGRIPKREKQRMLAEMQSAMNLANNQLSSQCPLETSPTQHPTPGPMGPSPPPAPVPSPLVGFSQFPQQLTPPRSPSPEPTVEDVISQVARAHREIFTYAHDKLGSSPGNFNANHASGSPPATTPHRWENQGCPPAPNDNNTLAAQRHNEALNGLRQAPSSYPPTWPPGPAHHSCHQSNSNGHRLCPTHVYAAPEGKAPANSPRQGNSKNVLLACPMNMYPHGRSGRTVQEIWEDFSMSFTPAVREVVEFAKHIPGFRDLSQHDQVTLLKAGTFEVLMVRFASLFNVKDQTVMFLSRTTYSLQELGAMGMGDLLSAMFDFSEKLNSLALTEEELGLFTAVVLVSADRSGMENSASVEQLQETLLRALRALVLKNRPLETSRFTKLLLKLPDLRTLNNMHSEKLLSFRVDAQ
ABHD4 inh = ABHD4 (mouse) inhibition, primary FP screen; Q8VD66; purified mABHD4, FP-Rh probe fluorescence polarization; inhibition, % at 8.92 µM; 370,000 compounds, 0.54% hits; AID 720543;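 active = inhibition exceeding the mean over every tested compound plus 3 SD, cut at about 30% in these data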;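 also: 0% = plate median of compound wells and 100% = S159A mutant with DMSO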
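system = mouse ABHD4 enzyme, wild type | medium = HEPES pH 7.0, NaCl, Pluronic buffer | also added = FP-Rh probe | incubation = Enzyme–compound pre-incubation 45 min, then probe 60 min, both 25 °C | technique = fluorescence polarization, excitation 525 nm, emission 598 nm, BODIPY TMR filters | controls = S159A mutant high control, sample median low control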
HTRA1 inhibitor = inhibitors of human serine peptidase HTRA1; recombinant HTRA1, FP-rhodamine activity-based probe, fluorescence polarization; Q92743; 340,000 compounds, 0.5% hits; inhibition, % at 5.96 µM; in the data active = inhibition above about 36%;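 also: 0% = enzyme with DMSO and 100% = wells lacking enzyme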
ARFGAP1 inh = inhibits rat ARF GTPase activating protein 1. AID 651572. 360,000 compounds, 0.26% hits. Arfgap1-stimulated ARF1 GTP hydrolysis, GDP FP detection. inhibition, % at 16.5 µM. Q62848;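 active = inhibition above a per-plate limit, mean inhibition of low control wells plus 3 SD, cut at about 25% in these data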;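 also: 0% = DMSO wells with enzyme and 100% = wells lacking Arfgap1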
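Material: truncated rat Arfgap1 GAP domain; Incubation: compound-enzyme preincubation 20 min, reaction 120 min, detection 60 min, 25 °C; Read-out: percent inhibition of Arfgap1-stimulated GTP hydrolysis; Technique: FP, GDP Alexa 633 tracer displaced from anti-GDP antibody, 620/688 nm; Controls: No-Arfgap1 wells (100%) versus DMSO full-reaction wells (0%); Replication: single well per compound.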
rCAG binder = r(CAG) repeat RNA binding. TO-PRO-1 dye displacement fluorescence. 370,000 compounds, 1.3% hits. inhibition, % at 3 µM;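 active = inhibition above the plate cutoff, the mean of all test compounds on that plate plus 3 SD, cut at about 35% in these data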;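 also: 0% = DMSO alone and 100% = 100 µM mitoxantrone as full dye displacement; higher means more dye released from RNA so lower well fluorescence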
GC-B act = GC-B (human) receptor activation | P20594 | HEK293-GC-B cells, CNP EC30, cGMP TR-FRET; 0% at EC30 CNP, 100% saturating CNP | activation, % at 10 µM | 370,000 compounds, 0.11% hits | AID 1920062;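 active = activation at 10 µM reaching about 35% in either raw or pattern-adjusted values, limit read from the data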
* marks the source's active call; other numbers are inactive results.

What do the screens show for `CCN1C(=S)SC(=O)C1=C1C=C(C)N(CCO)C(C)=C1`?
GC-A act: -2; PG9 Ab binder: -16; ASAP1 GAP inh: -5; SMARCA2 activ: 7; NR1D1 modulator: 4; ABHD4 inh: 3; HTRA1 inhibitor: -5; ARFGAP1 inh: -8; rCAG binder: 0; GC-B act: 0

Results for NC(=O)C1CCN(C(=O)CSc2nc3ccccc3s2)CC1 ?
GC-A act: 1; PG9 Ab binder: 0.8; ASAP1 GAP inh: 11; SMARCA2 activ: -1; NR1D1 modulator: -1; ABHD4 inh: -7; HTRA1 inhibitor: 12; ARFGAP1 inh: 7; rCAG binder: 8; GC-B act: 3

Results for Cc1ccc2occ(C3N[C@H](C(=O)O)CS3)c(=O)c2c1 (some centres not stated) ?
GC-A act: -1; PG9 Ab binder: -0.6; ASAP1 GAP inh: -2; SMARCA2 activ: 0; NR1D1 modulator: 2; ABHD4 inh: 0; HTRA1 inhibitor: -19; ARFGAP1 inh: -13; rCAG binder: 5; GC-B act: -4

How did COc1cc2c(cc1OC)CN(S(=O)(=O)c1cccs1)CC2 do in these assays?
GC-A act: 2; PG9 Ab binder: -0.9; ASAP1 GAP inh: 5; SMARCA2 activ: 0; NR1D1 modulator: -4; ABHD4 inh: -5; HTRA1 inhibitor: 9; ARFGAP1 inh: -5; rCAG binder: -1; GC-B act: 1

Results for COc1ccc(-c2c(C#Cc3ccsc3)c3cc(-c4ccc(OC)nc4)ccc3n2C)cc1 ?
GC-A act: 1; PG9 Ab binder: -0.1; ASAP1 GAP inh: 0; SMARCA2 activ: 3; NR1D1 modulator: 6; ABHD4 inh: 3; HTRA1 inhibitor: 1; ARFGAP1 inh: -4; rCAG binder: 5; GC-B act: 4

What do the screens show for `COc1ccc(NC(=O)CNc2cccc(C#N)c2)cc1Cl`?
GC-A act: -1; PG9 Ab binder: -0.2; ASAP1 GAP inh: -14; SMARCA2 activ: -1; NR1D1 modulator: -4; ABHD4 inh: -4; HTRA1 inhibitor: -16; ARFGAP1 inh: 3; rCAG binder: 10; GC-B act: -5

What do the screens show for `Cc1ccc(OCc2ccoc2C(=O)O)cc1C`?
GC-A act: -1; PG9 Ab binder: 1.9; ASAP1 GAP inh: -11; SMARCA2 activ: 6; NR1D1 modulator: -2; ABHD4 inh: -2; HTRA1 inhibitor: -3; ARFGAP1 inh: 0; rCAG binder: 7; GC-B act: 0

Results for CC(CCc1ccco1)NC(=O)Cn1nc(Cc2ccncc2)c2ccccc2c1=O (configuration not stated) ?
GC-A act: -4; PG9 Ab binder: 0.5; ASAP1 GAP inh: -8; SMARCA2 activ: 1; NR1D1 modulator: 6; ABHD4 inh: 3; HTRA1 inhibitor: -3; ARFGAP1 inh: -2; rCAG binder: 5; GC-B act: -3

Results for Oc1ccccc1Cn1c(-c2ccccc2O)nc2ccccc21 ?
GC-A act: -9; PG9 Ab binder: 0.9; ASAP1 GAP inh: 5; SMARCA2 activ: -1; NR1D1 modulator: 9; ABHD4 inh: -23; HTRA1 inhibitor: -21; ARFGAP1 inh: -2; rCAG binder: 12; GC-B act: -11

How did Cc1c(NC(=O)c2cc3nc(-c4ccccc4)cc(C)n3n2)c(=O)n(-c2ccccc2)n1C do in these assays?
GC-A act: -5; PG9 Ab binder: 1.4; ASAP1 GAP inh: 0; SMARCA2 activ: -2; NR1D1 modulator: -7; ABHD4 inh: 0; HTRA1 inhibitor: 1; ARFGAP1 inh: 1; rCAG binder: -2; GC-B act: 0

How did Cc1c(-n2c(SCC(=O)NC(C)C)nc3ccccc3c2=O)c(=O)n(-c2ccccc2)n1C do in these assays?
GC-A act: 2; PG9 Ab binder: 2.6; ASAP1 GAP inh: 14; SMARCA2 activ: -3; NR1D1 modulator: -4; ABHD4 inh: -9; HTRA1 inhibitor: -2; ARFGAP1 inh: 7; rCAG binder: -5; GC-B act: 0

Results for COc1ccc(CSCC(=O)Nc2ccccc2)cc1[N+](=O)[O-] ?
GC-A act: -2; PG9 Ab binder: -0.9; ASAP1 GAP inh: 1; SMARCA2 activ: 1; NR1D1 modulator: 2; ABHD4 inh: 0; HTRA1 inhibitor: 4; ARFGAP1 inh: -8; rCAG binder: 3; GC-B act: 1

Results for COc1ccccc1Nc1nnc(SCC(=O)Nc2nc(-c3ccc(F)cc3)cs2)s1 ?
GC-A act: -6; PG9 Ab binder: -0.1; ASAP1 GAP inh: 3; SMARCA2 activ: -4; NR1D1 modulator: -5; ABHD4 inh: -7; HTRA1 inhibitor: -32; ARFGAP1 inh: 1; rCAG binder: 19; GC-B act: -3

How did Cc1ccc(S(=O)(=O)NNC(=O)NC23CC4CC(CC(C4)C2)C3)cc1 do in these assays?
GC-A act: -2; PG9 Ab binder: 0.6; ASAP1 GAP inh: -14; SMARCA2 activ: -3; NR1D1 modulator: 1; ABHD4 inh: -2; HTRA1 inhibitor: -6; ARFGAP1 inh: 4; rCAG binder: -3; GC-B act: -1

What do the screens show for `CCCCNc1c(NC(C)=O)c(=O)oc2ccccc12`?
GC-A act: -1; PG9 Ab binder: 0.8; ASAP1 GAP inh: 1; SMARCA2 activ: -5; NR1D1 modulator: 0; ABHD4 inh: -2; HTRA1 inhibitor: 7; ARFGAP1 inh: 0; rCAG binder: -1; GC-B act: 3

Results for COc1ccc(CN2CCC(Oc3cc(C(=O)NC4CC4)ccc3OC)CC2)c(O)c1 ?
GC-A act: -1; PG9 Ab binder: -1.1; ASAP1 GAP inh: -1; SMARCA2 activ: 3; NR1D1 modulator: -1; ABHD4 inh: 8; HTRA1 inhibitor: -1; ARFGAP1 inh: -6; rCAG binder: -7; GC-B act: -1

What do the screens show for `CC1Cc2ccccc2N1C(=O)CSc1nc(-c2ccco2)cc(C(F)(F)F)n1` (configuration not stated)?
GC-A act: -1; PG9 Ab binder: -3.0; ASAP1 GAP inh: 4; SMARCA2 activ: 0; NR1D1 modulator: 11; ABHD4 inh: -4; HTRA1 inhibitor: -1; ARFGAP1 inh: -7; rCAG binder: 3; GC-B act: 8

How did Cc1c(Cl)c([N+](=O)[O-])nn1CCCC(=O)Nc1ccc(Cl)cc1Cl do in these assays?
GC-A act: -3; PG9 Ab binder: -1.3; ASAP1 GAP inh: 10; SMARCA2 activ: 0; NR1D1 modulator: -3; ABHD4 inh: -4; HTRA1 inhibitor: -5; ARFGAP1 inh: 1; rCAG binder: 0; GC-B act: -4

How did Cc1ccc(S(=O)(=O)N2[C@@H](c3ccc(Br)cc3)C(C(=O)O)=CC[C@H]2c2ccc(C(C)C)cc2)cc1 do in these assays?
GC-A act: -2; PG9 Ab binder: 0.7; ASAP1 GAP inh: 1; SMARCA2 activ: 3; NR1D1 modulator: 1; ABHD4 inh: -5; HTRA1 inhibitor: -139; ARFGAP1 inh: 7; rCAG binder: 10; GC-B act: 1

Results for Cc1ccc(S(=O)(=O)Nc2ccc3c(c2)CC(=O)N([C@H](C)CO)C[C@H](C)[C@H](CN(C)Cc2ccc4c(c2)OCO4)O3)cc1 ?
GC-A act: -12; PG9 Ab binder: 0.5; ASAP1 GAP inh: 20; SMARCA2 activ: 1; NR1D1 modulator: 3; ABHD4 inh: 4; HTRA1 inhibitor: -27; ARFGAP1 inh: 7; rCAG binder: 1; GC-B act: -17

Results for Cc1[nH]c2ccc(C(=O)NCc3ccccn3)cc2c1C ?
GC-A act: -1; PG9 Ab binder: -3.2; ASAP1 GAP inh: 11; SMARCA2 activ: 1; NR1D1 modulator: -6; ABHD4 inh: 3; HTRA1 inhibitor: -7; ARFGAP1 inh: 4; rCAG binder: 3; GC-B act: 5

Results for CCOC(=O)c1cc2c(n(-c3ccc(C)cc3)c1=O)CCCC2=O ?
GC-A act: 0; PG9 Ab binder: 1.0; ASAP1 GAP inh: -16; SMARCA2 activ: -3; NR1D1 modulator: -1; ABHD4 inh: 11; HTRA1 inhibitor: -2; ARFGAP1 inh: -1; rCAG binder: -4; GC-B act: 3

How did O=c1[nH]ncc(NCCCO)c1Cl do in these assays?
GC-A act: 3; PG9 Ab binder: -2.3; ASAP1 GAP inh: -8; SMARCA2 activ: -1; NR1D1 modulator: 4; ABHD4 inh: 3; HTRA1 inhibitor: 2; ARFGAP1 inh: -4; rCAG binder: 1; GC-B act: 3

Results for COc1ccc(Br)cc1CN(C)CC(=O)Nc1cccc(S(=O)(=O)N2CCCC2)c1 ?
GC-A act: 4; PG9 Ab binder: 1.8; ASAP1 GAP inh: 21; SMARCA2 activ: -2; NR1D1 modulator: 7; ABHD4 inh: 5; HTRA1 inhibitor: -17; ARFGAP1 inh: -3; rCAG binder: 3; GC-B act: 6

Results for O=C(O)c1cccc(-n2cccc2/C=C2/NC(=O)N(c3cccc(Cl)c3)C2=O)c1 ?
GC-A act: -2; PG9 Ab binder: -1.4; ASAP1 GAP inh: -5; SMARCA2 activ: -1; NR1D1 modulator: -20; ABHD4 inh: 6; HTRA1 inhibitor: -6; ARFGAP1 inh: -10; rCAG binder: 36*; GC-B act: 5

How did O=C(C1COc2ccccc2O1)N1CCN(c2nc3ccc([N+](=O)[O-])cc3s2)CC1 (configuration not stated) do in these assays?
GC-A act: 4; PG9 Ab binder: -1.3; ASAP1 GAP inh: -5; SMARCA2 activ: 1; NR1D1 modulator: -4; ABHD4 inh: 8; HTRA1 inhibitor: -2; ARFGAP1 inh: -6; rCAG binder: 2; GC-B act: 8

How did Cc1nc2ccc(C(=O)OCc3ccccc3Br)cc2nc1C do in these assays?
GC-A act: 4; PG9 Ab binder: 0.6; ASAP1 GAP inh: 4; SMARCA2 activ: -2; NR1D1 modulator: 6; ABHD4 inh: 11; HTRA1 inhibitor: -1; ARFGAP1 inh: 2; rCAG binder: -1; GC-B act: -10

What do the screens show for `COc1ccc(-c2cc(C(=O)N(C3CCCCC3)C3CCCCC3)no2)cc1`?
GC-A act: -2; SMARCA2 activ: 0; NR1D1 modulator: 10; ABHD4 inh: 7; rCAG binder: 6; GC-B act: -1

What do the screens show for `CCc1nnc(NS(=O)(=O)c2ccc(N/C=C\C(=O)c3ccc4ccccc4c3)cc2)s1`?
GC-A act: -10; PG9 Ab binder: 1.9; ASAP1 GAP inh: 3; SMARCA2 activ: 2; NR1D1 modulator: -6; ABHD4 inh: -70; HTRA1 inhibitor: -76; ARFGAP1 inh: -4; rCAG binder: 71*; GC-B act: -2

Results for CCOc1ccc(C2/C(=C(/O)c3ccc4c(c3)CC(C)O4)C(=O)C(=O)N2CCCn2ccnc2)cc1OCC (configuration not stated) ?
GC-A act: 5; PG9 Ab binder: -1.2; ASAP1 GAP inh: -2; SMARCA2 activ: -3; NR1D1 modulator: 5; ABHD4 inh: 5; HTRA1 inhibitor: -3; ARFGAP1 inh: 5; rCAG binder: 6; GC-B act: 3

Looked up by compound from the list above, 2 records:
How did Cc1nc2ccc(C(=O)OCc3ccccc3Br)cc2nc1C do in these assays?
GC-A act: 4; PG9 Ab binder: 0.6; ASAP1 GAP inh: 4; SMARCA2 activ: -2; NR1D1 modulator: 6; ABHD4 inh: 11; HTRA1 inhibitor: -1; ARFGAP1 inh: 2; rCAG binder: -1; GC-B act: -10

Results for CCOC(=O)c1cc2c(n(-c3ccc(C)cc3)c1=O)CCCC2=O ?
GC-A act: 0; PG9 Ab binder: 1.0; ASAP1 GAP inh: -16; SMARCA2 activ: -3; NR1D1 modulator: -1; ABHD4 inh: 11; HTRA1 inhibitor: -2; ARFGAP1 inh: -1; rCAG binder: -4; GC-B act: 3
